Screening results deposited in PubChem by Sanford-Burnham Center for Chemical Genomics.
Gli-Sufu block: blocks Gli-Sufu signaling in a luciferase reporter. Sufu-KO-LIGHT fibroblasts, Gli luciferase reporter luminescence. inhibition, % at 5 µM. actives 0.74% (n = 340,000);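 active = inhibition above about 55%, limit read from the data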;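 note: 0% = DMSO-treated cells and 100% = wells with medium but no cells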
EBI2 antag: blocks human EBI2 receptor beta-arrestin signaling. actives 0.81% (n = 360,000). AID 651636. inhibition, % at 5 µM. P32249. EBI2 beta-arrestin recruitment, luminescence, 7a,25-OHC stimulated; in the data active = inhibition above about 38%;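 note: enzyme fragment complementation signal reports receptor beta-arrestin coupling in cells; 0% = agonist plus DMSO wells and 100% = wells without agonist; some results beyond the cut were filed as inactive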
Target sequence (P32249 whole entry, looked up, the tested form may be a part): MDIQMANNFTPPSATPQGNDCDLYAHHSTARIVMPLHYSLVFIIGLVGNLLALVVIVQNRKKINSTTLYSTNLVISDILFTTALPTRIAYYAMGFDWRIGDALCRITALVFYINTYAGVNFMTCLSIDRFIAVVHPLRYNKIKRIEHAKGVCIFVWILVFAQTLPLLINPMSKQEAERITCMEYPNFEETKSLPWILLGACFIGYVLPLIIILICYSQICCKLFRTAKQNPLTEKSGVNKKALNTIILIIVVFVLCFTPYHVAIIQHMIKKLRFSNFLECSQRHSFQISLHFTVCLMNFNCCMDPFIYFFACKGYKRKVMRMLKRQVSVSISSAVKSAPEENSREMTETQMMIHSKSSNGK
CCR6 antagonist: antagonists of human CCR6 receptor; P51684; CHO-K1 CCR6 PathHunter beta-arrestin, luminescence, CCL20-stimulated; inhibition, % at 20 µM; actives 0.49% (n = 340,000); AID 493098;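 active = compounds whose inhibition of the agonist-driven luminescence signal at 20 µM reaches about 50%, limit read from the data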;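 note: cells stimulated with CCL20 at 14 nM final; plate controls were DMSO with CCL20 for no effect and DMSO without agonist for full effect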
697 NFkB inh: inhibitors of the PMA/ionomycin-induced NF-kB reporter in 697 B cells; AID 435022; actives 0.33% (n = 330,000); 697 B-cell NF-kB luciferase reporter, 16 h; inhibition, % at 4 µM; in the data active = inhibition above about 35%
UBC13 polyUb: blocks human UBC13 polyubiquitin chain formation; inhibition, % at 20 µM; TR-FRET; actives 0.47% (n = 330,000); in the data active = inhibition above about 45%, passing the limit was not always enough
Target sequence (P61088 whole entry, looked up): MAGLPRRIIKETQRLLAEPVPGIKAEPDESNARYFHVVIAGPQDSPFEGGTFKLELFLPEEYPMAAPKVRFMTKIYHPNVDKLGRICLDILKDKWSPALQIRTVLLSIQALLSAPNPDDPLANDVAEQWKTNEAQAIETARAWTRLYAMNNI
Apaf-1 inh: inhibitors of human Apaf-1 apoptosome | actives 0.71% (n = 330,000) | inhibition, % at 20 µM | reconstituted apoptosome caspase-3 activity, DEVD-Rh110 fluorescence; active = inhibition of at least 40% at 20 µM;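 note: plate controls were DMSO wells for no effect and DEVD-CHO caspase inhibitor wells for full effect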
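System: reconstituted apoptosome with Apaf-1, cytochrome c, caspase-9, procaspase-3, dATP; Signal: Rh110 fluorescence intensity; Schedule: 30 min compound preincubation, 50 min activation, room temperature; Reagent: cytochrome c trigger plus (Z-DEVD)2-Rh110 caspase-3 substrate.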
SENP8 inh: SENP8 protease inhibition | Q96LD8 | purified SENP8, Z-RLRGG-aminoluciferin cleavage, luminescence | inhibition, % at 10 µM | actives 1.2% (n = 330,000) | AID 2540
Target sequence (Q96LD8 whole entry, looked up): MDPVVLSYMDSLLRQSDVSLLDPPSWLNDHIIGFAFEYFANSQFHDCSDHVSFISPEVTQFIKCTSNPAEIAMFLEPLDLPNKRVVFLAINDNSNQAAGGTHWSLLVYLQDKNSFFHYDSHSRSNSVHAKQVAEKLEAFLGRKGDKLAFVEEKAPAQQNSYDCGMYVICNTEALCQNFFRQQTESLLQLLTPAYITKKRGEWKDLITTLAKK
Jurkat NFkB inh: lowers PMA/ionomycin-induced NF-kB signal in Jurkat cells; PMA/ionomycin-induced NF-kB luciferase reporter, luminescence; inhibition, % at 4 µM; actives 0.53% (n = 330,000); AID 435003
* hit, by the source's call; · = not tested or not shown; & = joins results of further samples. Cut-off read from the data, not from the text of the source, unless noted: active = inhibition above about 50%; inactive = the rest. Some of the compounds tested; count on the stated rates, not on these rows.

SMILES	Gli-Sufu block	EBI2 antag	CCR6 antagonist	697 NFkB inh	UBC13 polyUb	Apaf-1 inh	SENP8 inh	Jurkat NFkB inh
Cc1ccc2nc(-c3ccc(-c4cccc(Cl)c4)cc3)c(NCc3ccccc3)n2c1	5	58*	14	-32	25	20	0	-25
COC(=O)N/N=C(\C)c1ccc(-n2ccnc2)cc1	-10	-6	-2	-13	-8	-4	0	-16
CC(C(=O)Nc1ccc(S(=O)(=O)N2CCCC2)cc1)N1CCN(c2ccccc2O)CC1 (centres undefined)	4	-12	-13	-5	2	1	2	3
CC(C)CCNC(=O)c1cccc(C(=O)NCCC(C)C)c1	-8	9	11	-23	-3	17	-11	-21
O=C(CC1CC2CCC1C2)NCCc1ccc(Cl)cc1 (centres undefined)	9	33	16	0	8	14	8	-5
CCc1noc(C)c1C(=O)N1CCCSC1=Nc1ccccc1OC	-13	10	4	-16	-2	11	-1	-1
COc1ccc([C@H]2CC(=O)C=C(c3ccc(Br)c4ccccc34)C2)cc1	3	-1	3	-1	10	11	-7	10
CC(=O)c1nnn(-c2ccc(Cl)cc2C#N)c1C	-3	-10	3	0	6	-1	-3	-5
O=C(ON=C1CCN(c2ccc([N+](=O)[O-])cc2)CC1)c1ccccc1	-13	9	4	-2	2	4	0	0
Cc1ccc(S(=O)(=O)N2CCOCC2)cc1NC(=O)c1cc2c(s1)CCC2	0	-3	-3	13	5	3	-1	7
Cc1ccc2nc(C)cc(NCCO)c2c1	10	-2	13	11	-6	4	5	-16
COc1ccc(NC(=O)c2ccco2)cc1NC(=O)COc1ccccc1	34	1	7	-25	-2	6	-5	-13
CCc1ccc(NC(=O)Cn2nnc(C(=O)NCc3ccco3)c2N)cc1	-11	-15	18	5	0	7	-10	-8
CCOc1ccc(C2CC(c3ccccc3C)n3ncnc3N2)cc1 (centres undefined)	4	-6	14	15	8	-2	1	3
CS(=O)(=O)Nc1cccc(C2=NN(C(=O)c3ccco3)C(c3cccs3)C2)c1 (centres undefined)	0	-28	3	20	11	2	-6	18
COc1cc(C)nc(Oc2ccc(OCCOc3ccccc3)nn2)n1	4	3	8	-2	5	-12	2	1
Cc1cc(C)nc(SCc2ccc(C(=O)N/N=C/c3ccccn3)cc2)n1	-8	0	36	0	5	0	-1	-41
Cc1ccc(C)c(-n2cc(-c3ccc(Cl)cc3)nc2SCC(=O)NC2CCS(=O)(=O)C2)c1 (centres undefined)	5	12	6	18	4	14	3	6
Cc1ccc(C)c(Cn2nc(-c3ccccc3)ccc2=O)c1	14	6	9	-20	2	18	-12	0
CCN(CC(=O)Nc1ccccc1C(F)(F)F)C(=O)C1CCC1	-11	1	2	6	1	-2	-7	4
Cc1onc(-c2ccccc2)c1C(=O)Nc1ccccc1C#N	4&51	-1&-6	1&1	16	-2	2	7	-4
CC(NC(=O)c1ccc(CS(C)(=O)=O)cc1)c1ccc(-c2ccccc2)cc1 (centres undefined)	8	-6	-2	0	-4	-14	4	25
O=C/C(=C\Nc1ccccn1)c1nc2cc(Cl)ccc2o1	-11	1	4	-1	-6	4	-9	1
O=C(COC(=O)c1ccc(CO)cc1)Nc1ccc2ccccc2c1	0	-1	-1	8	-8	-9	-6	-11
CC(O)(C#CCN1CCCCCC1)c1ccccc1 (centres undefined)	1	-8	13	-1	3	20	8	-8
COC(=O)CNC(c1ccccc1)c1cc(Cl)ccc1NC(=O)c1cccc(Cl)c1 (centres undefined)	8	23	6	3	14	2	8	15
O=C(CSc1ccccc1)NCCSCc1ccccc1	-8	3	7	-16	-7	7	-4	-24
CCn1nc(CC(C)C)cc1C(=O)N1CCCC(Nc2ccc(F)cc2)C1 (centres undefined)	-2	-2	25	-9	3	3	2	15
CCC(C)(C)C(=O)Nc1cc([N+](=O)[O-])ccc1Cl	-4	-11	-16	4	6	-7	0	15
CCc1ccc(N2CC(C(=O)N3CCCCCC3)CC2=O)cc1 (centres undefined)	9	4	10	9	8	2	-3	5
COc1ccc(-c2nnc(SCc3nc4ccccc4c(=O)[nH]3)o2)cc1	2	0	4	-26	0	-8	-5	-32
CNCCCC1c2ccccc2C=Cc2ccccc21	10	7	1	-6	18	0	3	-9
N#C/C(=C\c1ccco1)C(=O)Nc1cccc2ncccc12	3	0	9	22	-13	1	2	6
COC(=O)C1=C(C)N(CC2CCCO2)C(=O)/C1=C\c1ccc(O)cc1 (centres undefined)	-14	9	-5	4	-23	-6	-4	10
O=C(O)CCCn1nc(-c2ccccc2)c2ccccc21	-2	7	5	14	2	-5	4	2
O=C(COC(=O)c1sc2ccccc2c1Cl)NCC1CCCCC1	-3	-6	1	10	-11	15	-4	1
CCOC(=O)c1cnn(-c2ccccc2)c1NC(=O)c1cccs1	1	-7	16	-5	2	-8	-9	-7
COC(=O)C1=C(C)NC(=O)/C1=C\c1cc(C)n(-c2cccc(C)c2)c1C	1	11	25	17	-10	10	-8	-3
CCCCN1CC(O)=C(c2nc(-c3ccc(Cl)cc3)cs2)C1=N	3	10	1	-25	2	8	3	-2
Cc1ccc(CNC(=O)CN(C)S(=O)(=O)c2cccc3cccnc23)cc1	-4	-5	1	18	-4	-9	-4	6
COCCn1c(C)cc(/C=C(\C#N)C(=O)OCC(=O)Nc2ccc(S(N)(=O)=O)cc2)c1C	-11	-1	6	6	-5	-11	16	19
Cc1occc1-c1nnc(SCC(=O)Nc2c(F)cccc2F)n1C	-26	-1	4	-3	1	7	0	-2
COC(=O)C1=CN(c2ccc(Cl)cc2)C=C(C(=O)OC)C1c1ccc([N+](=O)[O-])cc1	9	23	9	24	2	13	3	21
C[C@@H](Nc1nc(-c2ccccc2)nc2c1oc1ccccc12)C(=O)O	2	-12	-1	13	4	-8	-9	-4
CC(C)(C)CC(C)(C)c1ccc(OCC(=O)N/N=C/c2ccc(S(=O)(=O)O)o2)cc1	7	11	-7	17	-12	19	27	3
O=C(CSc1nc2ccccc2c(=O)n1-c1ccc(F)cc1)Nc1ccc2c(c1)CCC2	0	-5	15	-23	16	9	-2	-18
CCOC(=O)c1cnc(=O)[nH]c1C	-30	·	-1	-40	-7	6	-2	-27
Cc1cc(CNC(=O)c2cccc(OC3CCN(S(=O)(=O)N(C)C)CC3)c2)on1	0	3	13	-127	4	13	6	-74
S=C(NC1CCCC1)N1CCN(c2ccc(Cl)cc2)CC1	24	2	0	2	3	3	9	6
CCOC(=O)Nc1cccc(Cl)c1C	5	3	6	10	7	-4	0	1
Cc1ccc(C(=O)c2c(NC(=O)c3ccccc3)sc(C)c2C)cc1	-1	10	22	-9	-3	-3	-5	5
CCOc1cc(/C=N/NC(=O)c2cccc(S(=O)(=O)N3CCOCC3)c2)ccc1OCC(=O)N(C)C	-7	-22	6	20	-2	-3	12	9
O=C1CC(C(=O)NCc2ccccc2)C2(CCCC2)O1 (centres undefined)	-3	7	4	18	2	-6	-1	-4
Cc1ccc(CNn2cnnc2SCc2ccc(F)cc2)cc1	-10	6	-3	-3	5	13	6	2
CCOc1ccc(Oc2nc(NCC(C)C)nc(OC)n2)nn1	3	-11	5	15	-9	0	1	6
O=C(Nc1ccnn1C1CCN(Cc2ccccc2)CC1)c1ccccc1Cl	24	-5	0	17	-5	1	8	3
Oc1ccccc1/C=N/Nc1ccccc1	1	-4	11	17	-25	-4	13	5
O=C1c2ccccc2C(=O)N1CCCCc1cn(C[C@H]2CC[C@@H]([C@@H]3CC[C@H](Cn4cc(CCCCN5C(=O)c6ccccc6C5=O)nn4)O3)O2)nn1	17	-12	6	8	4	19	5	12
O=C(OCC1OC(Oc2ccc(O)cc2)C(O)C(O)C1O)c1ccccc1 (centres undefined)	1	-4	-5	17	7	-1	-7	-4
O=C(NN=C1CCCCCC1)c1cn(-c2ccccc2)nc1-c1ccccc1	-6	-1	11	-45	1	1	6	15

A section taken from the entries so far, as a working copy:
SMILES	Gli-Sufu block	EBI2 antag	CCR6 antagonist	697 NFkB inh	UBC13 polyUb	Apaf-1 inh	SENP8 inh	Jurkat NFkB inh
Cc1ccc(C(=O)c2c(NC(=O)c3ccccc3)sc(C)c2C)cc1	-1	10	22	-9	-3	-3	-5	5
CCOc1cc(/C=N/NC(=O)c2cccc(S(=O)(=O)N3CCOCC3)c2)ccc1OCC(=O)N(C)C	-7	-22	6	20	-2	-3	12	9
O=C1CC(C(=O)NCc2ccccc2)C2(CCCC2)O1 (centres undefined)	-3	7	4	18	2	-6	-1	-4
Cc1ccc(CNn2cnnc2SCc2ccc(F)cc2)cc1	-10	6	-3	-3	5	13	6	2
CCOc1ccc(Oc2nc(NCC(C)C)nc(OC)n2)nn1	3	-11	5	15	-9	0	1	6
O=C(Nc1ccnn1C1CCN(Cc2ccccc2)CC1)c1ccccc1Cl	24	-5	0	17	-5	1	8	3
Oc1ccccc1/C=N/Nc1ccccc1	1	-4	11	17	-25	-4	13	5
O=C1c2ccccc2C(=O)N1CCCCc1cn(C[C@H]2CC[C@@H]([C@@H]3CC[C@H](Cn4cc(CCCCN5C(=O)c6ccccc6C5=O)nn4)O3)O2)nn1	17	-12	6	8	4	19	5	12
O=C(OCC1OC(Oc2ccc(O)cc2)C(O)C(O)C1O)c1ccccc1 (centres undefined)	1	-4	-5	17	7	-1	-7	-4
O=C(NN=C1CCCCCC1)c1cn(-c2ccccc2)nc1-c1ccccc1	-6	-1	11	-45	1	1	6	15

The list goes on.
SMILES	Gli-Sufu block	EBI2 antag	CCR6 antagonist	697 NFkB inh	UBC13 polyUb	Apaf-1 inh	SENP8 inh	Jurkat NFkB inh
NS(=O)(=O)c1ccc(NC(=S)NC2CC2)cc1	-2	-4	-4	8	4	-21	6	5
C=CCn1c(SCC(=O)Nc2cccc3ccccc23)nc(O)c(CC)c1=O	-5	4	-3	13	-3	-17	-5	6
CC(=O)N1CCCc2cc(S(=O)(=O)N3CCCC3)ccc21	13	-12	5	5	9	-5	-1	-6
Cn1c(/C=C/c2ccc(Br)cc2)nc2ccccc2c1=O	-34	-4	9	-53	8	17	-12	-83
CCN(CC(=O)NCCc1ccc(S(N)(=O)=O)cc1)Cc1ccccc1	-12	-5	2	10	1	-1	-3	16
Cc1cc(NC(=O)CCn2c(=O)sc3ccccc32)no1	43	-1	9	-2	-2	-13	0	10
Cc1noc(C)c1NC(=O)Nc1cccc2c1O[C@H](CN(C)C(=O)NC(C)C)[C@@H](C)CN([C@H](C)CO)C2=O	-5	-21	0	-1	-14	5	-2	2
O=C1CC(N(O)c2ccccc2)C(=O)N1Cc1ccccc1 (centres undefined)	17	-12	21	20	4	3	5	-12
COc1cc(C(=O)NCC(=O)NC(C)CCc2ccccc2)cc(OC)c1OC (centres undefined)	5	-4	-2	0	-12	14	-1	-6
Cc1cccc(N(CC(=O)NC2CCCCC2)C(=O)CCCC(=O)Nc2ccccn2)c1C	-5	16	15	7	-4	6	2	6
CC1=C(C#N)C(Nc2cc(C)ccn2)(C(F)(F)F)C(=O)N1 (centres undefined)	7	2	-16	-5	7	-2	1	3
COC(=O)c1ccc2c(c1)NC(=O)C(N(CC(C)C)CC(C)C)S2 (centres undefined)	-5	2	8	-5	9	-9	-2	-3
CCOC(=O)c1cc([N+](=O)[O-])sc1NC(=O)c1ccc(S(=O)(=O)N2CC3(C)CC2CC(C)(C)C3)cc1 (centres undefined)	71*	1	39	-3	-7	-9	-1	57*
CCC(C)[C@H](NC(=O)NCc1ccc(S(N)(=O)=O)cc1)C(=O)OC (some centres undefined)	-3	-2	6	-2	10	-15	-7	19
COc1cccc(CC(=O)Nc2nc(-c3ccc(OC)c(OC)c3)cs2)c1	-2	6	10	19	2	14	-2	8
COc1ccccc1Cn1c(=S)[nH]c2cc(C(=O)NCc3cccnc3)ccc2c1=O	-3	-3	13	-51	1	9	5	-21
COc1ccc(C(C)(C)C)cc1NC(=O)c1ccc2ncsc2c1	19	34	10	-24	8	25	1	8
O=C(C[C@H]1C[C@H](C(=O)N2CCCCC2)[C@@]2(CCc3ccccc3)c3[nH]c4cc(-c5ccco5)ccc4c3CCN2C1=O)NCc1cccc(C(F)(F)F)c1	10	4	3	-3	·	27	·	·
COCCCNC(CC(=O)Nc1cc(C)cc(C)c1)C(=O)O (centres undefined)	-41	-11	0	21	2	-26	4	12
